Screening data deposited in PubChem by several laboratories.
TPT1 inhibitor = blocks Candida albicans tRNA 2'-phosphotransferase | recombinant caTPT1, FP RNA substrate dephosphorylation | inhibition, % at 5 µM | 300,000 tested, 0.81% active;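 active means inhibition above the mean of all tested compounds plus 3 SD, set per screening campaign, cut at about 24% in these data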;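 further: plate controls were DMSO alone for no effect and ferristatin control at 100 nM for full effect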
PP5 primary = inhibitors of human protein phosphatase 5 (PP5); P53041; purified PP5c, OMFP substrate fluorescence; inhibition, % at 6.7 µM; 320,000 tested, 0.18% active; AID 1987;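 active means inhibition above the campaign's mean inhibition across all tested compounds plus 3 SD, cut at about 9.5% in these data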;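 further: 0% = DMSO only and 100% = 100 µM cantharidin control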
Target sequence (P53041 whole entry, looked up): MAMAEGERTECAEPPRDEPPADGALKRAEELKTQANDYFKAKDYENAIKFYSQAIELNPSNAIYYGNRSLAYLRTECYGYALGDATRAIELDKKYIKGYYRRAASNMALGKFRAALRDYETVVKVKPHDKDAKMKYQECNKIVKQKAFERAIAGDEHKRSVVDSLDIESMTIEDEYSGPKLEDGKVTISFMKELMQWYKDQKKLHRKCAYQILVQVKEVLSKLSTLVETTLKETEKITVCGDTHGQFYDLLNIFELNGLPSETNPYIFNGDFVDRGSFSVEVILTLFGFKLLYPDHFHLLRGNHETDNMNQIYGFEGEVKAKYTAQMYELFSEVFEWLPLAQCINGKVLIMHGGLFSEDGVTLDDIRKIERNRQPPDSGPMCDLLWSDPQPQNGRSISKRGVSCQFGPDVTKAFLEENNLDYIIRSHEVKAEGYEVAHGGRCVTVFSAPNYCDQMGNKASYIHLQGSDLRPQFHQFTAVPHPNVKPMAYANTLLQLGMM
JMJD2C inh = human JMJD2C demethylase inhibition. AID 2099. GST-JMJD2C(1-420) H3K9me3 demethylation, DELFIA europium. 330,000 tested, 0.069% active. Q9H3R0. inhibition, % at 2.35 µM;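 active means more than half of a compound's replicate wells show inhibition beyond 50%, single wells judged on their own value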;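 further: signal counts dimethyl H3K9 product captured on neutravidin plate; 0% = median of DMSO wells and 100% = 0.3 times that DMSO median; strong numbers were not always called active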
ZTA counter = blocks Epstein-Barr virus ZTA, an EBNA-1 counter-screen | P03206 | ZTA-DNA binding, fluorescence polarization | inhibition, % at 11 µM | 320,000 tested, 0.15% active; in the data active means inhibition above about 33%
EBNA-1 inh = blocks EBNA-1 binding to DNA. EBNA-1 DNA binding, fluorescence polarization. inhibition, % at 14.8 µM. 300,000 tested, 0.34% active. AID 1950; in the data active means inhibition above about 28%
CTSL1 counter = blocks F. hepatica cathepsin L1 in PFM18AAP counter-screen; recombinant F. hepatica cathepsin L1, Z-Leu-Arg-MCA fluorescence; 300,000 tested, 0.49% active; inhibition, % at 5.96 µM;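 active means inhibition above the mean of all tested compounds plus 3 SD, set per screening campaign, cut at about 17% in these data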;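 further: 0% = plate median of test compound wells and 100% = 1 µM Z-Phe-Ala-diazomethylketone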
PP1 counter = PP1-alpha (human) inhibition in PP5 counter-screen. inhibition, % at 6.7 µM. 320,000 tested, 0.9% active. P62136. purified PP1alpha, OMFP fluorescence. AID 2235;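 active means inhibition above the mean inhibition of all tested compounds plus 3 SD, computed separately for each screening campaign, cut at about 15% in these data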
Target sequence (P62136 whole entry, looked up): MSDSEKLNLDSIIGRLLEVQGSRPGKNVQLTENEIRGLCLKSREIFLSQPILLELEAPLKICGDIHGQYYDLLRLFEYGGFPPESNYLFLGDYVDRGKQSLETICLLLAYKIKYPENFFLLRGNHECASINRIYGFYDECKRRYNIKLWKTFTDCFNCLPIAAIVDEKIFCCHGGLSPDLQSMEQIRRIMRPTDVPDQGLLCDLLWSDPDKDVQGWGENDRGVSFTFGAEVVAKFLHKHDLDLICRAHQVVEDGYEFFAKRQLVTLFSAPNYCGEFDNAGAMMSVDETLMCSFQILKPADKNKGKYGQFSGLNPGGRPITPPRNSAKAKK
core dimer inh = blocks dimerization of HCV core protein; 300,000 tested, 0.33% active; TR-FRET GST/Flag-core106 dimerization, 1536-well; AID 1899; inhibition, % at 5 µM;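 active means inhibition above the mean of all tested compounds plus 3 SD, set per screening campaign, cut at about 45% in these data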
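Assay system: GST-tagged and Flag-tagged HCV core protein residues 1-106 / Times: compound-protein-antibody incubation 4 h at 22.5 °C / Signal: time-resolved FRET, ex 340 nm, em 617 and 671 nm / Evaluation: % inhibition based on acceptor/donor emission ratio / Benchmarks: wells lacking GST-core106 and wells with excess unlabelled core106 / Repeats: singlicate, one well per compound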
CR mimetic SO = yeast age-related superoxide inhibition as caloric restriction mimetic | S. cerevisiae aged cells, superoxide DHE fluorescence; active compounds read low | superoxide response (% of plate mean), % at 10 µM | 330,000 tested, 0.18% active;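 active means superoxide response under a set limit, about three screen SD below normal, cut at about 65% in these data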;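 further: yeast aged for seven days with compound at 30 °C before DHE staining; 100% = average MFI of all compound-treated wells on the plate with controls excluded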
* = called active by the depositor; · = no result given.

SMILES	TPT1 inhibitor	PP5 primary	JMJD2C inh	ZTA counter	EBNA-1 inh	CTSL1 counter	PP1 counter	core dimer inh	CR mimetic SO
CN1CC(=O)N(CC(=O)Nc2ccc(Cl)c(C(F)(F)F)c2)C1=O	-4	3.5	9	-15	-8	-1	6	-5	90
Cc1ccccc1NC(=O)CCN1C(=O)c2ccccc2C1=O	-2	-0.4	-4	-3	7	2	-3	7	98
COc1ccccc1CCC(=O)OCC(=O)NC1CCCCC1	0	0.3	-3	25	13	-10	-2	15	103
Cc1ccc(Nc2cc(C)nc3ccccc23)c(C)c1	0	-0.9	0	5	-7	6	-1	-1	104
O=C(Nc1ccccc1F)Nc1ccccc1Br	2	0.8	-2	-3	6	4	-3	2	99
COc1ccc(C(=O)N2C(=O)c3ccc(N)cc3C2=O)cc1	-2	3.4	-5	-11	34*	-1	-1	5	94
CCCn1nnnc1NC(=O)COc1ccc(CC)cc1	-6	-0.9	-2	-8	5	3	0	-6	92
Cc1cc(C)c(NC(=O)CN2CCOCCOCCOCCOCC2)c(C)c1	-6	-2.2	7	-17	-5	3	3	-6	119
CCCCC(=O)NC(=S)Nc1c(C)cc(Br)cc1C	-3	0.1	-17	9	5	4	-1	8	81
COc1ccc(C(=O)COC(=O)CNC(=O)c2ccc(Cl)cc2Cl)c(OC)c1	1	0.6	19	7	-11	-7	-6	19	103
COc1cccc(/C=N/Nc2snc(SC)c2C#N)c1	3	-1.3	4	-10	-7	2	2	-3	114
O=C(O)c1cccc(N2C(=O)c3cccc4c(Cl)ccc(c34)C2=O)c1	12	2.0	-25	-11	-2	-1	0	-3	112
COC(=O)c1cc(Br)c(=O)n(-c2ccccc2F)c1	0	-1.6	18	20	3	-2	-3	5	98
NC(=O)c1ccc(NC(=O)COC(=O)/C=C/c2cn(-c3ccccc3)nc2-c2cccnc2)cc1	47*	2.4	8	12	6	-11	23*	-8	97
Cc1ccc(-c2nc(CS(=O)CC(=O)NCCCN3CCN(Cc4ccccc4)CC3)c(C)o2)cc1 (configuration not stated)	-3	1.7	-1	-4	-12	0	-4	-1	122
COc1ccc(CCNC(=O)COc2ccc(C)nc2[N+](=O)[O-])cc1OC	3	0.3	6	-7	9	6	0	2	91
FC(F)(F)c1cccc(CN2CCCCCC2)c1	-1	1.9	-3	-9	8	-4	13	3	89
COc1ccc(-n2c(O)c(/C=N/NS(=O)(=O)c3ccc(C)c([N+](=O)[O-])c3)c3ccccc3c2=O)cc1OC	100*	2.2	20	0	10	3	2	17	94
CCOC(=O)c1c(CC(C)C)csc1/N=C/C1C(=O)CC(C)(C)CC1=O	61*	2.0	3	-4	1	1	3	0	89
O=C1NN=C(c2ccc(Cl)cc2)CC1c1c[nH]c2ccccc12 (configuration not stated)	-1	3.7	-19	-13	-8	-1	-3	6	112
Cc1cc(C)n2nc(SCc3nnc(SCc4ccccc4Cl)s3)nc2n1	3	2.5	2	-4	3	2	-2	0	93
O=C(Cc1ccc(Cl)cc1)Nc1cccc2ncccc12	-3	0.2	-5	-4	-2	5	6	0	98
COC(=O)C1=C(C)NC(=O)/C1=C\c1cc(C)n(-c2ccccc2F)c1C	-4	4.1	2	-23	2	0	3	0	83
C=CC(=O)Oc1ccc(N2Cc3ccccc3C2=O)cc1	3	1.2	20	-6	1	-12	-1	6	98
CCCCn1c(N)c(N(CCOC)C(=O)C2CC(=O)N(Cc3ccc(C)cc3)C2)c(=O)[nH]c1=O (configuration not stated)	-2	-1.1	-2	-6	-4	-2	-2	-3	105
(next part)
SMILES	TPT1 inhibitor	PP5 primary	JMJD2C inh	ZTA counter	EBNA-1 inh	CTSL1 counter	PP1 counter	core dimer inh	CR mimetic SO
COCC(=O)Nc1cc(C)c2c(=O)oc3ccccc3c2n1	3	3.5	2	0	-6	-4	-4	-9	100
CCN(CC)c1ccc(Nc2nc(Cl)ncc2Br)cc1	-1	2.9	-7	2	-15	-3	3	-15	99
CCC(=O)N1CCc2cc(Br)cc(S(=O)(=O)NCCN3CCCC3)c21	-3	-0.8	2	5	-11	-2	0	0	102
O=C(/C=C/c1ccccn1)c1ccc(Br)cc1O	1	2.5	8	-5	-10	-1	-2	-5	93
Cn1ncc(Cl)c(Oc2ccc(C(C)(C)C)cc2)c1=O	1	0.7	4	10	6	1	3	6	99
COC(=O)c1cc(O)cc(OC)c1Oc1cc(C)cc(O)c1C(=O)O	1	1.3	-3	-10	-7	3	0	0	109
COCCNC(=S)NN(c1ccccc1)c1ccccc1	0	-2.3	6	9	7	-11	2	2	94
COc1cc([N+](=O)[O-])c(N2CCOCC2)c([N+](=O)[O-])c1OC	-3	1.2	5	2	15	2	-8	1	115
Cc1ccccc1OC(C)C(=O)NCCCN1CCOCC1 (configuration not stated)	-2	-0.5	0	-3	-5	0	-6	2	98
CN1CCN(C(=O)CCN2C(=O)c3ccccc3C2=O)CC1	1	-1.4	-2	7	5	-2	-1	0	109
CCc1ccc(-c2nn[nH]n2)cc1	-3	0.5	15	14	-1	-1	-3	2	114
O=C(Nc1cccc2ccccc12)N1CCN(c2ncccn2)CC1	-3	-1.3	-1	-2	8	0	-3	-3	93
O=C(c1ccccc1)N1CCN(S(=O)(=O)N2CCOCC2)CC1	-7	0.1	-3	2	7	1	-3	-3	103
Cc1c(C(=O)N2CCN(CCc3ccccc3)CC2)oc2ccccc12	-4	1.6	-3	-2	14	2	3	0	99
Cc1cc(Nc2ccc(N3CCC(C)CC3)cc2)n2ncnc2n1	-3	2.1	-3	-1	-2	-2	-2	3	95
CC1CCC2(CC1)NC(=O)N(CC(=O)NCc1ccc3c(c1)OCO3)C2=O (configuration not stated)	0	2.6	39	-7	9	5	-5	1	95
CCOC(=O)c1c(NC(=O)OC)sc2c1CCC2	0	-1.2	-2	-14	-11	2	3	-5	116
CCC(C)Nc1nc(-c2c[nH]c3ccccc23)cs1 (configuration not stated)	25*	3.0	-2	55*	19	-4	2	-4	94
COc1ccc2c(O)c(-c3c(C)cc(C)cc3C)c(=O)[nH]c2c1	0	-3.2	-1	-14	0	1	-2	-3	107
COc1ccc(NC(=O)C2CCN(C(=O)[C@@H]3Cc4ccccc4CN3C(=O)OC(C)(C)C)CC2)cc1	-2	1.6	4	-3	-6	1	1	3	94
O=C(CSc1nc2ncccc2[nH]1)NCc1ccco1	-5	0.9	5	-8	-9	1	5	-13	100
COc1ccc(C(c2c(O)nc(SC)n(C)c2=O)c2c(O)nc(SC)n(C)c2=O)cc1O	-2	-0.4	5	-9	0	-1	1	-2	91
COc1ccc(NC(=O)Cc2c(C)n(C(=O)c3ccc(Cl)cc3)c3ccc(OC)cc23)cc1	-5	6.5	-2	2	6	4	8	19	93
CC(=O)c1ccccc1OCC(=O)Nc1cccc(S(=O)(=O)N2CCCC2)c1	·	-0.7	-4	-2	·	·	0	·	106
CC(C)c1cc(C(=O)OCC(=O)N2CCN(C(=O)c3ccco3)CC2)c(O)c(C(C)C)c1	-2	0.2	13	16	-3	2	-1	2	93
(listing goes on)
SMILES	TPT1 inhibitor	PP5 primary	JMJD2C inh	ZTA counter	EBNA-1 inh	CTSL1 counter	PP1 counter	core dimer inh	CR mimetic SO
COc1ccc(-n2nc(C(=O)NCC(=O)N3CCCC3)c3ccccc3c2=O)cc1	2	0.1	-2	-1	-3	0	-4	-3	115
NS(=O)(=O)c1ccc(CCNC(=O)C(=O)Nc2cc3c4c(c2)CC(=O)N4CCC3)cc1	-4	0.3	-7	3	4	0	3	18	103
CCOc1ccc2nc(N3CCCC(C(=O)NC4CCCC4)C3)sc2c1 (configuration not stated)	2	2.5	-3	-10	-2	-3	-1	-2	84
Cc1cccnc1NC(=O)Cn1c(=O)oc2ccccc21	0	4.9	62	-3	-7	0	0	-18	120
CC1CCCN(c2nc3nonc3nc2Nc2ccccc2F)C1 (configuration not stated)	-1	1.6	-10	-13	-4	1	0	-8	91
Cc1nnc(SCC(=O)Nc2nc(-c3ccc(F)cc3)cs2)[nH]c1=O	0	-0.2	5	4	6	2	1	7	92
Cc1ccc(N(CCC#N)C(=O)COC(=O)c2ccccc2SCC(=O)N2CCCC2)cc1	-3	-1.0	2	-25	-15	-3	-2	-5	99
CCCOc1ccc(NC(=O)CC2C(=O)N(CC)C(=S)N2Cc2cccs2)cc1 (configuration not stated)	2	6.3	6	-2	1	1	1	2	107
CCOC(=O)C1=C(C)N(CCCC(=O)O)C(=O)NC1c1cccs1 (configuration not stated)	-3	1.9	0	-25	0	-3	-4	-9	112
Cc1ccc(C)c(CN2C(=O)CSc3ccc(C(=O)N4CCCC4)cc32)c1	-4	1.1	11	-4	4	-1	-1	2	94

Entries listed so far with an aryl thioether with sulfur outside any ring (6):
SMILES	TPT1 inhibitor	PP5 primary	JMJD2C inh	ZTA counter	EBNA-1 inh	CTSL1 counter	PP1 counter	core dimer inh	CR mimetic SO
COc1cccc(/C=N/Nc2snc(SC)c2C#N)c1	3	-1.3	4	-10	-7	2	2	-3	114
Cc1cc(C)n2nc(SCc3nnc(SCc4ccccc4Cl)s3)nc2n1	3	2.5	2	-4	3	2	-2	0	93
O=C(CSc1nc2ncccc2[nH]1)NCc1ccco1	-5	0.9	5	-8	-9	1	5	-13	100
COc1ccc(C(c2c(O)nc(SC)n(C)c2=O)c2c(O)nc(SC)n(C)c2=O)cc1O	-2	-0.4	5	-9	0	-1	1	-2	91
Cc1nnc(SCC(=O)Nc2nc(-c3ccc(F)cc3)cs2)[nH]c1=O	0	-0.2	5	4	6	2	1	7	92
Cc1ccc(N(CCC#N)C(=O)COC(=O)c2ccccc2SCC(=O)N2CCCC2)cc1	-3	-1.0	2	-25	-15	-3	-2	-5	99

Random excerpt: two records from the list, in no set order.
SMILES	TPT1 inhibitor	PP5 primary	JMJD2C inh	ZTA counter	EBNA-1 inh	CTSL1 counter	PP1 counter	core dimer inh	CR mimetic SO
CCCOc1ccc(NC(=O)CC2C(=O)N(CC)C(=S)N2Cc2cccs2)cc1 (configuration not stated)	2	6.3	6	-2	1	1	1	2	107
Cc1nnc(SCC(=O)Nc2nc(-c3ccc(F)cc3)cs2)[nH]c1=O	0	-0.2	5	4	6	2	1	7	92

One compound at a time, from the list above. Screens in order: TPT1 inhibitor	PP5 primary	JMJD2C inh	ZTA counter	EBNA-1 inh	CTSL1 counter	PP1 counter	core dimer inh	CR mimetic SO
NC(=O)c1ccc(NC(=O)COC(=O)/C=C/c2cn(-c3ccccc3)nc2-c2cccnc2)cc1 is entered as 47*	2.4	8	12	6	-11	23*	-8	97
O=C(Nc1ccccc1F)Nc1ccccc1Br is entered as 2	0.8	-2	-3	6	4	-3	2	99
